# Compound activity as filed in PubChem.
# GRIN3A LBD mod: NR3A (human) ligand-binding domain modulation | 340,000 tested, 2.5% active | Tm shift relative to glycine control, % at 25 µM | NR3A LBD differential scanning fluorimetry, Tm shift; 0% = protein alone, 100% = glycine-bound protein | AID 1259313;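 active = melting temperature shift of at least 10% of the positive control shift, at one fixed dose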
# APOBEC3G inh: inhibitors of human APOBEC3G DNA deaminase | inhibition, % at 20 µM | 330,000 tested, 0.28% active | recombinant A3G, ssDNA deamination FAM/TAMRA fluorescence;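 active = inhibition of at least 40% at 20 µM, with no more than 30% in the related APOBEC3A deaminase screen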;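 note: plate controls were DMSO wells with A3G for no effect and wells lacking A3G enzyme for full effect; some compounds called inactive have numbers as strong as hits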
# EBI2 antag: antagonists of human EBI2 receptor; inhibition, % at 5 µM; EBI2 beta-arrestin recruitment, luminescence, 7a,25-OHC stimulated; 360,000 tested, 0.81% active; P32249; in the data active = inhibition above about 38%;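 note: enzyme fragment complementation signal reports receptor beta-arrestin coupling in cells; 0% = agonist plus DMSO wells and 100% = wells without agonist; some results beyond the cut were filed as inactive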
# Target sequence (P32249 whole entry, looked up, the tested form may be a part): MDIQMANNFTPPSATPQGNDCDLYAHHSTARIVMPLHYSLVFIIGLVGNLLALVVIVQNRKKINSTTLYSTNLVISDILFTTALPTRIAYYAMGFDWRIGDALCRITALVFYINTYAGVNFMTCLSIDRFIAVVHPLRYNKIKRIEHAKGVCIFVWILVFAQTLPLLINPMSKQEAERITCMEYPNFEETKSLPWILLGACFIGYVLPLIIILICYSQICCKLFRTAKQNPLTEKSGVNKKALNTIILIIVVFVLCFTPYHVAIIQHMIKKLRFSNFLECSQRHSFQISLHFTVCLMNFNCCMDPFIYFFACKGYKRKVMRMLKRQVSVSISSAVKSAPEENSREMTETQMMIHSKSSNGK
# Gli-Sufu antag: antagonists of Gli-Sufu signaling; Sufu-KO-LIGHT fibroblasts, Gli luciferase reporter luminescence; inhibition, % at 5 µM; 340,000 tested, 0.74% active;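 active = inhibition above about 55%, limit read from the data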;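 note: 0% = DMSO-treated cells and 100% = wells with medium but no cells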
# MPTP inh: blocks calcium-induced mitochondrial swelling | AID 602449 | inhibition, % at 10 µM | 360,000 tested, 1.4% active | isolated mouse mitochondria, Ca2+ swelling absorbance, 30 min;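 active = inhibition of 50% or more, scaled per plate between neutral and stimulator controls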;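 note: 0% = DMSO wells given calcium and 100% = 1 mM EGTA wells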
# A3A deaminase: human APOBEC3A DNA deaminase inhibition | recombinant A3A, FAM/TAMRA ssDNA deamination fluorescence | AID 493011 | 330,000 tested, 0.41% active | inhibition, % at 20 µM;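 active = at least 40% inhibition at 20 µM here, with at most 30% in a related deaminase screen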;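 note: plate controls were A3A with DMSO for no effect and wells lacking A3A enzyme for full effect; some results filed as inactive read as strong as hits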
# Target sequence (P31941 whole entry, looked up): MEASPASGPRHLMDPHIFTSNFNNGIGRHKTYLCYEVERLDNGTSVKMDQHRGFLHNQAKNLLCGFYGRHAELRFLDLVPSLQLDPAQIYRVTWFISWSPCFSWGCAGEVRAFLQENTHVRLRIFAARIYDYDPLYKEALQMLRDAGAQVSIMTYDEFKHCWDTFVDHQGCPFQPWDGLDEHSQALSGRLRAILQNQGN
# CXCR6 block: blocks human CXCR6 beta-arrestin recruitment. AID 602244. O00574. inhibition, % at 20 µM. 360,000 tested, 0.36% active. CHO-K1 PathHunter CXCR6 beta-arrestin, luminescence; in the data active = inhibition above about 34%, passing the limit was not always enough;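 note: antagonist mode with CXCL16 agonist at 10 nM final; 0% = 10 nM CXCL16 with DMSO and 100% = unstimulated wells without agonist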
# Target sequence (O00574 whole entry, looked up): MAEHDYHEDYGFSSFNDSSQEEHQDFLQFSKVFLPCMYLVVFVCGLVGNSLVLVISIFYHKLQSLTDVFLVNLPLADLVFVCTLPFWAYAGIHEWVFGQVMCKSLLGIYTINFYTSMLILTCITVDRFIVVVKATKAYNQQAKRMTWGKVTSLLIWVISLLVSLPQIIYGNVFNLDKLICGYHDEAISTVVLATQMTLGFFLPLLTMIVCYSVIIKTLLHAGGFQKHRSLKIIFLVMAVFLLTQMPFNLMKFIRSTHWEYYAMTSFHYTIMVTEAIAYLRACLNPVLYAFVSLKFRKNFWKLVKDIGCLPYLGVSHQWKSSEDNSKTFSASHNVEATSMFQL
# CCR6 antag: blocks CCL20-driven beta-arrestin recruitment at human CCR6; P51684; CHO-K1 CCR6 PathHunter beta-arrestin, luminescence, CCL20-stimulated; inhibition, % at 20 µM; 340,000 tested, 0.49% active; AID 493098;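 active = compounds whose inhibition of the agonist-driven luminescence signal at 20 µM reaches about 50%, limit read from the data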;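 note: cells stimulated with CCL20 at 14 nM final; plate controls were DMSO with CCL20 for no effect and DMSO without agonist for full effect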
# Starred values were filed as active, the others as inactive; nt = not tested or not shown.
SMILES,GRIN3A LBD mod,APOBEC3G inh,EBI2 antag,Gli-Sufu antag,MPTP inh,A3A deaminase,CXCR6 block,CCR6 antag
Cc1nnc(SCc2cnc(-c3ccccc3)o2)[nH]c1=O,0,-1,-6,2,1.0,1,5,8
NC(=O)CN1C(=O)C(=O)N(Cc2ccc(Cl)cc2)C1=O,2,-4,-10,-4,0.7,0,-2,12
CCOC(=O)c1ccc2nc(Nc3nc4ccc(F)cc4s3)sc2c1,28*,-8,-4,16,101*,1,-23,-18
N/C(=N\N=C\c1ccc(O)cc1)c1nonc1N,-4,-9,-9,-86,0.2,0,-7,6
O=C(CSc1nnnn1-c1ccccc1)Nc1ncc2c(n1)CC(c1ccccc1)CC2=O (stereo not given),-21,0,10,-1,2.6,2,2,-3
CCn1c(C)c(C(C)=O)c(N2CCN(c3ccccn3)CC2)nc1=S,1,-3,-1,3,-0.4,1,1,-12
COc1cccc(NC(=O)CN(C)C(=O)c2ccc(-n3cncn3)c([N+](=O)[O-])c2)c1,3,-7,6,-6,-0.1,-4,-7,2
O=C(CNC(=O)c1ccco1)NCC(=O)OCc1ccc(C(=O)Oc2ccc(Cl)cc2)cc1,1,0,2,-3,0.4,2,4,4
Cc1ccc(N2CCN(Cc3ccccc3)CC2=O)c(C)c1,-1,-4,-3,1,-0.6,0,0,21
CCOc1cccc(N2C(=O)CC(N3CCN(c4nc5ccccc5s4)CC3)C2=O)c1 (stereo not given),1,1,-1,4,-1.1,-2,-2,15

# As entered above.
# CCOc1cccc(N2C(=O)CC(N3CCN(c4nc5ccccc5s4)CC3)C2=O)c1 (stereo not given) – CXCR6 block = -2
# Cc1nnc(SCc2cnc(-c3ccccc3)o2)[nH]c1=O – APOBEC3G inh = -1

# Continuation:
SMILES,GRIN3A LBD mod,APOBEC3G inh,EBI2 antag,Gli-Sufu antag,MPTP inh,A3A deaminase,CXCR6 block,CCR6 antag
O=C(NCCCN1CCCCC1)c1ccc2c(=O)n(CCc3ccccc3)c(=O)[nH]c2c1,-1,-6,2,-1,0.7,-4,0,18
CC(C)(C)C(=O)C(C(c1ccccc1)N1CCOCC1)N1CCOCC1 (stereo not given),-1,nt,1,8,-1.0,nt,1,16
CCOc1ncccc1C(=O)Nc1cc(S(=O)(=O)N(CC)CC)ccc1N1CCOCC1,1,1,4,12,-0.8,5,8,12
COc1cc(C(=O)Oc2ccc(Br)cc2C(=S)N2CCOCC2)cc(OC)c1OC,4,29,-19,-12,-1.2,0,8,19
CCC1Oc2ccc(C)cc2N(CC(=O)NCc2cccc(OC)c2)C1=O (stereo not given),-2,7,2,3,0.9,5,-9,5
Cc1ccccc1-c1ccc(C(=O)NCc2ccccc2)o1,-10,-1,-17,-7,0.3,-4,1,2
O=C(c1c[nH]c(C(=O)C(Cl)(Cl)Cl)c1)c1ccc(F)cc1Cl,-1,-3,11,-3,0.7,3,-10,9
COC(=O)c1ccc(Cn2nc(-c3ccccc3)ccc2=O)cc1,0,-3,4,-8,0.6,-1,3,16
Cc1nn(Cc2c(Cl)cccc2Cl)c(C)c1NC(=O)/C=C/c1cnn(C)c1C,0,-4,5,0,-0.6,2,-4,-12
CC(C)c1ccc(NC(=O)C2CCCN2S(=O)(=O)c2ccccc2F)cc1 (stereo not given),2,-4,-11,1,0.3,0,-14,10
COc1ccc(/C=N/NC(=O)c2cccc(NC(=O)c3ccc(F)cc3)c2)c(C(=O)O)c1OC,-3,0,-1,-7,-0.5,-1,-2,9
Cc1nc(C(=O)NCCO)cc2c1[nH]c1ccccc12,-1,7,-12,-1,-0.1,6,3,12
COc1ccccc1C(=O)OCC(=O)NC12CC3CC(CC(C3)C1)C2,0,-9,-6,1,-1.2,2,0,3
Cc1c(S(=O)(=O)N2CCN(c3cccc(Cl)c3)CC2)c(=O)n(C)c(=O)n1C,10,-7,-17,5,-1.0,-6,-2,3
CCOc1ccc(-n2c(O)c(/C=N/Nc3nc(C)cc(C)n3)c3ccccc3c2=O)cc1,-5,-3,-2,62*,1.4,0,31,52*
O=C1CC(c2ccccc2)CC2=C1CN(C1CCCCC1)CN2 (stereo not given),0,-13,-15,3,1.2,-2,2,16
O=c1[nH]c(S)nc2sc3c(c12)CCCC3,-3,6,-4,23,-2.9,-4,-5,3
C=CCn1c(O)c(N=NC(=S)Nc2cccc(C)c2)c2ccccc21,-8,0,17,53,-2.7,2,21,28
COc1ccc(Cn2nnnc2CN(Cc2cc3cc(C)ccc3[nH]c2=O)C2CCCC2)cc1,0,6,-7,-3,0.1,-3,-8,8
CC(OC(=O)c1ccccn1)C(=O)Nc1ccc2c(c1)OCCO2 (stereo not given),1,-3,-3,3,-2.9,-2,-1,8
O=c1[nH][nH]c(-c2ccccc2)c1C=Nc1ccccc1,-1,-2,3,23,-0.1,2,6,16
O=S(=O)(CCNCc1ccco1)NC1CCCCC1,-1,nt,-5,1,1.2,nt,-3,11
Cc1ccc(CN2C(=O)c3ccccc3NC23CCN(Cc2ccccc2)CC3)cc1,2,-6,3,42,-0.4,4,5,12
COc1cccc(OC)c1OCCN1CCN(C(c2ccccc2)c2ccccc2)CC1,0,-5,4,7,0.3,0,7,13
COc1cc(CNC(C)(C)CO)cc(Br)c1OCc1ccc(Cl)cc1Cl,-6,-4,-9,14,12,-2,-21,17
N#CC(Cc1ccccc1OC(F)F)c1nc2ccccc2[nH]1 (stereo not given),-7,-6,-5,4,3.0,-5,0,-1
COc1ccc(CCNC(=O)c2cccc(S(=O)(=O)N3CCOCC3)c2)cc1OC,-1,-4,4,-2,-1.0,1,3,7
CCOC(=O)CCC(=O)Nc1ccccc1C(N)=O,-3,-1,-12,3,0.0,0,1,-17
Cc1ccc2[nH]c(C)c(CCNC(=O)c3c(N)no[n+]3[O-])c2c1,-1,-5,2,nt,-0.2,-1,-12,4
Cc1ccc(NS(=O)(=O)c2cc(C(=O)Nc3cccnc3)ccc2C)cc1,-8,-2,5,-4,0.6,0,3,5
Nc1c(C(=O)CSc2nnnn2-c2ccc(O)cc2)c(=O)[nH]c(=O)n1C1CC1,1,1,-10,-8,-2.8,8,2,-3
O=C(NCc1ccc(F)cc1)c1cccnc1C(=O)O,-5,-7,6,9,-0.2,-4,6,-2
COc1ccc(CN2CCCC2C(=O)Nc2ccc(OC)c(OC)c2)cc1OC (stereo not given),0,-3,-14,-4,-0.2,-1,-7,-5
O=C(COC(=O)c1ccccc1)Nc1ccc2[nH]c(=O)[nH]c2c1,-1,-3,-5,-3,-0.8,1,-13,1
CN1CC=C2C(C#N)=C(N)C(C#N)(C#N)[C@H](c3cccs3)[C@H]2C1,-1,nt,6,13,-0.2,nt,14,1
O=C(c1ccc(NS(=O)(=O)c2cccc([N+](=O)[O-])c2)cc1)N1CCCCCC1,2,-11,-4,-2,-0.3,-3,11,8
O=C(O)C1CCCN1C(=O)OCC1c2ccccc2-c2ccccc21 (stereo not given),1,-9,-5,1,2.9,-5,0,-1
Fc1cccc(Cl)c1CN1CCN(c2nc3ccccc3s2)CC1,0,nt,12,-76,-1.5,nt,-5,3
Nc1nonc1-c1nc2ccccc2n1CC(=O)NC1CCCC1,2,-2,7,1,-2.0,0,-4,-4
Cc1ccc(S(=O)(=O)N2CCOCC2)cc1C(=O)NC1CCCCC1,0,-8,-3,3,0.2,-5,0,4

# Looked up by structure from above (six):
SMILES,GRIN3A LBD mod,APOBEC3G inh,EBI2 antag,Gli-Sufu antag,MPTP inh,A3A deaminase,CXCR6 block,CCR6 antag
Nc1nonc1-c1nc2ccccc2n1CC(=O)NC1CCCC1,2,-2,7,1,-2.0,0,-4,-4
COc1ccc(CN2CCCC2C(=O)Nc2ccc(OC)c(OC)c2)cc1OC (stereo not given),0,-3,-14,-4,-0.2,-1,-7,-5
Cc1ccc(S(=O)(=O)N2CCOCC2)cc1C(=O)NC1CCCCC1,0,-8,-3,3,0.2,-5,0,4
CN1CC=C2C(C#N)=C(N)C(C#N)(C#N)[C@H](c3cccs3)[C@H]2C1,-1,nt,6,13,-0.2,nt,14,1
O=C(O)C1CCCN1C(=O)OCC1c2ccccc2-c2ccccc21 (stereo not given),1,-9,-5,1,2.9,-5,0,-1
O=C(c1ccc(NS(=O)(=O)c2cccc([N+](=O)[O-])c2)cc1)N1CCCCCC1,2,-11,-4,-2,-0.3,-3,11,8

# Continued:
SMILES,GRIN3A LBD mod,APOBEC3G inh,EBI2 antag,Gli-Sufu antag,MPTP inh,A3A deaminase,CXCR6 block,CCR6 antag
Cc1cc(OCC(=O)OCC(=O)NC2CCCC2)ccc1Cl,3,1,1,2,-2.3,3,-1,-2
O=C(NC1C2CCCC1CN(C1CC1)C2)c1ccc(Cl)cc1 (stereo not given),-2,-4,-19,13,-0.3,0,-3,15
Cc1ccc(S(=O)(=O)N2CCN(C(=O)COc3ccc(C)nc3[N+](=O)[O-])CC2)c(C)c1,2,-5,16,6,0.3,-1,-1,14
O=C(NCc1ccccc1Cl)C1CCC(=O)N(CCCN2CCCC2=O)C1 (stereo not given),-2,-2,4,2,0.1,-1,8,15
Cc1ccc(C2=NS(=O)(=O)N(C)C(C(=O)N3CCCCC3)=C2)cc1,0,-4,-3,-11,-2.9,-4,-6,5
COC(=O)C1=C(C)N(C)C(C)=C(C(=O)OC)C1c1ccncc1,1,1,6,7,0.0,2,-9,-9
O=C(NNC(=O)c1ccc(Cl)c(S(=O)(=O)Nc2ccc(Cl)cc2)c1)c1ccc(=O)[nH]c1,-2,-10,4,-6,0.4,1,2,8
COCCC(=O)N1CCC(Oc2ccc(C(=O)N3CCC(N(C)C)C3)cc2)CC1 (stereo not given),-1,-5,-3,1,-0.9,-1,-1,5
COc1ccc(-c2sc3cc(OC)c(OC)cc3c2C#CC(C)(C)O)cc1,-17,-8,9,-8,-1.7,-2,3,2
COc1cc(NC(=O)CN(C)S(=O)(=O)c2ccc3c(c2)CC(C)N3C(C)=O)cc(OC)c1 (stereo not given),0,-1,13,5,0.6,-5,-7,17
CCCn1nnnc1NCc1ccc(Cl)cc1Cl,0,-6,0,17,-4.4,0,-1,4
COc1ccc(CCNC(=O)CCNS(=O)(=O)c2cc(Br)cnc2N)cc1OC,11*,0,4,nt,1.3,-6,-7,-4
CCOc1cc(NC(=O)c2ccccc2C(=O)O)c(OCC)cc1NC(=O)c1ccccc1F,-2,3,-11,6,1.2,-1,-8,-9
CN(C)/N=C1\C(=O)N(CN2CCN(c3ccccc3)CC2)c2ccccc21,-2,1,7,-5,-1.0,2,0,8
O=C(NC(=S)NNC(=O)c1cnccn1)c1ccc(Cl)cc1,-2,4,7,-9,-1.4,-1,-9,8
Cc1c(C(=O)NCCSc2ccc(Cl)cc2)cccc1[N+](=O)[O-],-11,-9,23,-3,12,-3,10,7
Cc1ccc(S(=O)(=O)c2cn(C)c3cc(N4CCOCC4)c(F)cc3c2=O)cc1,-1,-5,-6,10,0.3,-2,2,3
Cc1cccc(NC(=O)C2C3C=CC(O3)C2C(=O)O)c1C (stereo not given),4,10,-7,-14,-0.8,-3,-7,6
COc1ccc(NC(=O)CSc2nnnn2C2CCCCC2)c(OC)c1,3,-3,7,-16,0.1,-4,8,5
CCC(C)Sc1ccc([C@@H]2[C@@H]3C(=O)N(C)C(=O)[C@@H]3[C@]3(C(=O)OC)CCCCN23)cc1 (stereo not given in full),-2,5,15,3,3.7,3,6,12
O=C(Cn1nnc(-c2cccs2)n1)OC1CCCCC1,-2,-6,-11,-2,0.3,-1,-2,-15
O=C(COC(=O)CCCc1c[nH]c2ccccc12)Nc1ccc2c(c1)OCO2,-3,-4,-10,-5,1.6,-1,-11,4
Cc1c(O)c2c3c(cccc3c1O)C(=O)N(c1ccccc1)C2=O,-6,nt,-7,15,6.7,nt,-4,-9
COc1ccc(CNC(=O)c2cc3cccc(OC)c3oc2=N)cc1,3,-2,19,4,1.4,-7,10,13
Cc1ccc2c(c1)C(=O)CC(O)(C(F)F)O2 (stereo not given),1,-5,0,55*,0.9,0,1,5
Cn1c(=O)c2[nH]c(CNCc3ccccc3Cl)nc2n(C)c1=O,-4,1,2,-2,-0.8,0,-6,-15
CS(=O)(=O)N(CC(=O)NCC1CCCO1)c1cccc([N+](=O)[O-])c1 (stereo not given),-2,-4,-8,1,-2.2,-5,1,-14
